Screens: PubChem BioAssay, several laboratories
GC-A act – GC-A (human) enzyme activation; P16066; hit rate 0.14% among 370,000; activation, % at 10 µM; HEK293 GC-A cells, cGMP TR-FRET, EC30 ANP; 0% at EC30 ANP, 100% saturating ANP; in the data active = activation above about 40%
NPR2 activator – GC-B (human) receptor activation | HEK293-GC-B cells, CNP EC30, cGMP TR-FRET; 0% at EC30 CNP, 100% saturating CNP | P20594 | hit rate 0.11% among 370,000 | activation, % at 10 µM;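 active = activation at 10 µM reaching about 35% in either raw or pattern-adjusted values, limit read from the data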
Target sequence (P20594 whole entry, looked up): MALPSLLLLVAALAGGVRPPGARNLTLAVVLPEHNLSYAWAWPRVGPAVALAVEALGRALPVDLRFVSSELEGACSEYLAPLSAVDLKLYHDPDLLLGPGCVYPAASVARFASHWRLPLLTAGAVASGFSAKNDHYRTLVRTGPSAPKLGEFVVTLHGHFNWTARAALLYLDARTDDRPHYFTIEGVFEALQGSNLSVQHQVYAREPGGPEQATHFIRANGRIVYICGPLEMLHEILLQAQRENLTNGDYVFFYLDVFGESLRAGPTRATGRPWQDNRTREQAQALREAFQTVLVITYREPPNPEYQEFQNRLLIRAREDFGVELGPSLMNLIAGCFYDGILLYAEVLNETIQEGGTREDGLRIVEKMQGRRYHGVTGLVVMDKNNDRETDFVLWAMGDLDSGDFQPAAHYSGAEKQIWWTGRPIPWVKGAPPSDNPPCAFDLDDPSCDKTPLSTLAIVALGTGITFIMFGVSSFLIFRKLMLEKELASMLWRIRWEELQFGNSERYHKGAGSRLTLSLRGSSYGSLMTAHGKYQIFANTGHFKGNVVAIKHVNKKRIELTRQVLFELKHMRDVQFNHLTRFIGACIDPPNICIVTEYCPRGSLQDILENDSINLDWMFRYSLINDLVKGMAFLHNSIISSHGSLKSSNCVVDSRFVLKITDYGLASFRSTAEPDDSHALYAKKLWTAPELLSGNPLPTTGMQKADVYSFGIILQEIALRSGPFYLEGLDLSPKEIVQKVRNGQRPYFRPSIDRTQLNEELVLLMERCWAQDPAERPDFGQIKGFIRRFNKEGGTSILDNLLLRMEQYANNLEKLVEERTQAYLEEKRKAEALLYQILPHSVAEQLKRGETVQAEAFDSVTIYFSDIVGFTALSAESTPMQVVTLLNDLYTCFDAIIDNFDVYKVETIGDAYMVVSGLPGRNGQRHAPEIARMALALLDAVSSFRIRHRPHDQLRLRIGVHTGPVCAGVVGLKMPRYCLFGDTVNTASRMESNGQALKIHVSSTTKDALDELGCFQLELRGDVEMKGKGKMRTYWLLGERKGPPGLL
HTRA1 inhibitor – blocks human HTRA1 serine peptidase | Q92743 | inhibition, % at 5.96 µM | hit rate 0.5% among 340,000 | AID 504803 | recombinant HTRA1, FP-rhodamine activity-based probe, fluorescence polarization; in the data active = inhibition above about 36%;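 note: 0% = enzyme with DMSO and 100% = wells lacking enzyme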
Numbers without * were called inactive. An excerpt (hit frequency here may not be typical).

The first 22 compounds (preview)
SMILES	GC-A act	NPR2 activator	HTRA1 inhibitor
O=C(CCCn1c(=O)[nH]c2ccsc2c1=O)Nc1ccc(F)cc1	-2	-11	5
C=CCn1c(SCc2ccc(C(=O)Nc3ccccc3)cc2)nnc1-c1ccccc1	-5	-7	-2
Cc1cc(C(=O)NCc2cccnc2)cs1	4	1	-2
O=C(c1ccco1)N1CCN(c2ncnc3scc(-c4cccs4)c23)CC1	-6	-5	-6
CSc1nnc(-c2cnccn2)n1C	1	1	-4
O=C(c1cccs1)N1CCC(c2nc3ccccc3s2)CC1	-5	-4	-6
CN1CCN(S(=O)(=O)c2ccc(NC(=O)c3csc4ccccc34)cc2)CC1	-3	-5	-9
Cc1cc(C)cc(NC(=S)NCc2cccn2C)c1	2	2	-4
COC(=O)C(NC(=O)C(C)Oc1ccccc1)C(C)C (configuration not stated)	4	-3	4
Cc1cccc(NC(=O)CSc2nnc(-c3ccc(S(=O)(=O)N4CCCC4)cc3)o2)c1	-1	5	3
CCOC(=O)C1=C(C)N(CCO)C(=O)NC1c1ccccc1 (configuration not stated)	1	-8	-4
O=C(N/N=C/c1ccc(Br)cc1)c1ccccc1-n1cccc1	-22	-18	-9
Cc1cc(/C=N/NC(=O)c2cccc(N(C)C)c2)c(C)n1-c1cc(C(=O)O)cc(C(=O)O)c1	-5	2	-3
Cc1nonc1NC(=O)CSc1nc2cc(Cl)ccc2c2c1CCCC2	17	19	-7
COc1ccc(-n2nnc3c(=O)n(Cc4ccccc4C)cnc32)cc1	-1	-5	-4
CC(C)C(=O)Nc1cccc(C(=O)NCc2ccc3c(c2)OCO3)c1	3	0	-5
CCNC(=S)NNC(=O)c1cc(-c2cc(C)ccc2C)nc2ccccc12	-3	2	-3
CCOc1ccc2nc(NCCCNS(=O)(=O)c3ccc(F)cc3)c(C#N)cc2c1	2	2	2
COc1ccc(NC(=O)OCC(C)C)cc1OC	3	0	1
Cc1ncoc1C(=O)NCc1ccccc1Cl	0	-2	7
O=C(Nc1cccnc1)c1cccs1	1	0	-1
Cc1ccc(-c2nc(CS(=O)CC(=O)NCCC(C)C)c(C)o2)cc1 (configuration not stated)	2	-1	0

The listing, from the first entry:
SMILES	GC-A act	NPR2 activator	HTRA1 inhibitor
O=C(CCCn1c(=O)[nH]c2ccsc2c1=O)Nc1ccc(F)cc1	-2	-11	5
C=CCn1c(SCc2ccc(C(=O)Nc3ccccc3)cc2)nnc1-c1ccccc1	-5	-7	-2
Cc1cc(C(=O)NCc2cccnc2)cs1	4	1	-2
O=C(c1ccco1)N1CCN(c2ncnc3scc(-c4cccs4)c23)CC1	-6	-5	-6
CSc1nnc(-c2cnccn2)n1C	1	1	-4
O=C(c1cccs1)N1CCC(c2nc3ccccc3s2)CC1	-5	-4	-6
CN1CCN(S(=O)(=O)c2ccc(NC(=O)c3csc4ccccc34)cc2)CC1	-3	-5	-9
Cc1cc(C)cc(NC(=S)NCc2cccn2C)c1	2	2	-4
COC(=O)C(NC(=O)C(C)Oc1ccccc1)C(C)C (configuration not stated)	4	-3	4
Cc1cccc(NC(=O)CSc2nnc(-c3ccc(S(=O)(=O)N4CCCC4)cc3)o2)c1	-1	5	3
CCOC(=O)C1=C(C)N(CCO)C(=O)NC1c1ccccc1 (configuration not stated)	1	-8	-4
O=C(N/N=C/c1ccc(Br)cc1)c1ccccc1-n1cccc1	-22	-18	-9
Cc1cc(/C=N/NC(=O)c2cccc(N(C)C)c2)c(C)n1-c1cc(C(=O)O)cc(C(=O)O)c1	-5	2	-3
Cc1nonc1NC(=O)CSc1nc2cc(Cl)ccc2c2c1CCCC2	17	19	-7
COc1ccc(-n2nnc3c(=O)n(Cc4ccccc4C)cnc32)cc1	-1	-5	-4
CC(C)C(=O)Nc1cccc(C(=O)NCc2ccc3c(c2)OCO3)c1	3	0	-5
CCNC(=S)NNC(=O)c1cc(-c2cc(C)ccc2C)nc2ccccc12	-3	2	-3
CCOc1ccc2nc(NCCCNS(=O)(=O)c3ccc(F)cc3)c(C#N)cc2c1	2	2	2
COc1ccc(NC(=O)OCC(C)C)cc1OC	3	0	1
Cc1ncoc1C(=O)NCc1ccccc1Cl	0	-2	7
O=C(Nc1cccnc1)c1cccs1	1	0	-1
Cc1ccc(-c2nc(CS(=O)CC(=O)NCCC(C)C)c(C)o2)cc1 (configuration not stated)	2	-1	0
CCc1ccc(NC(=O)CC2NCCNC2=O)cc1 (configuration not stated)	3	3	-4
O=c1ccccn1Cc1c(Cl)cccc1Cl	-1	-4	0
COC(=O)CNS(=O)(=O)c1ccc(Cc2ccc(S(=O)(=O)NCC(=O)OC)cc2)cc1	1	-1	1
COc1ccc(-c2cc(C(=O)N(C)Cc3ccccc3)no2)cc1OC	2	1	-12
CCOC(=O)c1c(C)c(C(=O)NCc2ccccn2)c(C)n1CC	8	-2	-6
O=C(NNc1ccccc1[N+](=O)[O-])Nc1ccccc1	3	6	11
CCn1cc(C(=O)N2CC=C(c3ccccc3)CC2)c(=O)c2ccc(C)nc21	4	1	-1
COc1ccc(OC)c(NC(=O)c2c3c(nc4ccccc24)CCC3)c1	5	-5	-6
O=C(CSc1nc(-c2ccc(F)cc2)cs1)N1CCc2ccccc21	-6	-5	1
CCOC(=O)c1cc(OC(=O)c2cccs2)n(-c2ccccc2)n1	0	3	0
CC(=O)c1cccc(NC(=O)NCc2ccccn2)c1	7	-1	-1
O=C(Cc1cccs1)N1CCN(c2nc(-c3ccc(Cl)cc3)cs2)CC1	-1	3	-20
O=C(c1c(F)cccc1F)N(Cc1ccccn1)C1CCCC1	3	1	-4
O=C(O)C1CCCCC1C(=O)NCCCn1ccnc1 (configuration not stated)	1	0	-2
CCn1ncc(C2=NOC(C(=O)N3CCN(c4ccccc4)CC3)C2)c1C (configuration not stated)	1	0	4
CCOc1ccc2nc(NCCCNS(=O)(=O)c3ccc(C)cc3)c(C#N)cc2c1	2	-3	4
Cc1cc(C)n(-c2ccc(C(=O)NC(C)C)cc2)n1	2	0	4
O=C(NCCCn1ccnc1)c1cc(-c2ccc3c(c2)OCO3)on1	4	-5	5
Clc1cccc(Cl)c1Cn1c(-c2cccnc2Cl)nc2ccccc21	-4	-3	-30
Nn1c(SCC(=O)NCCC2=CCCCC2)nnc1C(F)(F)F	-3	-1	2
COc1cc(OC)c2c(-c3cccc(/C=C/c4ccc(F)cc4)c3)cc(=O)oc2c1	3	-4	-28
CC(C)CC(=O)Nc1cc([N+](=O)[O-])ccc1Cl	2	2	4
CC(C)NC(=O)CSc1nnc2sc3ccccc3n12	0	5	5
COc1cc2cc(C(c3nnnn3C3CCCC3)N3CCc4ccccc43)c(=O)[nH]c2cc1OC (configuration not stated)	0	-6	0
COc1ccccc1CN1C(=O)c2ccncc2C1=O	3	-1	-1
CC(C)c1cc(C(=O)Nc2sc3c(c2C#N)CCC3)no1	0	-3	-4
CC(=O)Nc1ccc(OC(=O)c2cc([N+](=O)[O-])ccc2Cl)cc1	1	-8	-6
Cn1c(=O)oc2cc(S(=O)(=O)NCCC(=O)N3CCc4ccccc4C3)ccc21	-2	9	3
Nc1nnc(SCC(=O)Nc2ccc(S(=O)(=O)N3CCOCC3)cc2)s1	2	2	1
COc1ccc(-n2cnc3cc(NCc4ccccn4)ccc32)cc1	0	0	7
COc1cc2c(cc1NC(=O)CSc1nc3ccccc3[nH]1)oc1ccccc12	3	0	-97
Cc1ccc(NC(=O)CSc2nnc(CCCCCNC(=O)OC(C)(C)C)o2)c(C)c1	-2	1	3
CCOC(=O)c1c(-c2cccs2)csc1NC(=O)CSc1ncn[nH]1	-2	-2	-13
Cn1c(CN2CCCCC2)c(C#N)c2ccccc21	-1	-1	-3
Cc1ccccc1Cc1c(C)nc2c(C(=O)NCc3ccco3)cnn2c1C	9	6	-25
O=C(Nc1ccc(S(=O)(=O)NC2=NCCCCC2)cc1)c1ccc(C(F)(F)F)cc1	-6	1	-11
C=CCC(NCc1ccccc1)c1ccco1 (configuration not stated)	-6	0	5
Cc1ccc2c(c1)CCCN2C(=O)C1CCCO1 (configuration not stated)	-3	0	1

Nothing new here: an excerpt of the list.
SMILES	GC-A act	NPR2 activator	HTRA1 inhibitor
O=C(CCCn1c(=O)[nH]c2ccsc2c1=O)Nc1ccc(F)cc1	-2	-11	5
C=CCn1c(SCc2ccc(C(=O)Nc3ccccc3)cc2)nnc1-c1ccccc1	-5	-7	-2
Cc1cc(C(=O)NCc2cccnc2)cs1	4	1	-2

(continued)
SMILES	GC-A act	NPR2 activator	HTRA1 inhibitor
CCN1C(=O)C2(C(C#N)=C(N)Oc3c2c(C)nn3-c2ccccc2)c2ccccc21 (configuration not stated)	-5	-4	-2
Cc1ccc(NCc2nnc(SCC(=O)NCCc3ccccc3)n2C)cc1	-6	-4	4
COc1ccc(NC(=O)CSc2nnc(Cc3cccn3C)n2CCc2ccccc2)c(OC)c1	-26	-14	-6
CCOC(=O)N1CCN(c2c(NCCc3ccc(OCC)c(OCC)c3)c(=O)c2=O)CC1	2	-1	-1
C=CC(=C)CC(NC)c1ccccc1 (configuration not stated)	2	-6	-4
CCc1ccc(-c2cc(C(=O)Nc3c(C)n(C)n(-c4ccccc4)c3=O)c3ccccc3n2)s1	9	-2	-20
Cc1cc(C(=O)Nc2sc3c(c2C#N)CCCCC3)cs1	1	-3	-5
COc1ccc2oc(-c3ccc(C)c(NC(=O)CSc4ccc(Cl)cc4)c3)nc2c1	4	-4	-3
COc1cc(C(=O)NCCC(=O)NCCN2CCOCC2)cc(OC)c1OC	0	4	2
CC(=O)NC(NC(C)=O)c1ccc(Br)cc1	-2	0	0
Cc1cc(=O)[nH]c(SCC(=O)Nc2cccc3ccccc23)c1C#N	2	-1	-1
COc1ccccc1N1CCN(CC(=O)Nc2ccc(Cl)c(C(F)(F)F)c2)CC1	6	1	-7
Fc1ccc(F)c(CN2CCN(c3ncccn3)CC2)c1	1	-7	2
CCOC(=O)c1sc2nc(CC(=O)OC)nc(NCc3ccc(Cl)cc3)c2c1C	8	0	-3
Clc1cccc(-c2nnc(SC/C=C/c3ccccc3)n2Cc2ccco2)c1	-12	-8	-63
Cc1nn(Cc2ccc(Cl)cc2)c(C)c1NC(=O)c1noc2c1CCCCC2	-7	-6	-9
Cc1cc(C)c(NC(=O)CN2C(=O)NC3(CCCCC3)C2=O)c(Cl)c1	5	-2	-3
Cc1ccc(S(=O)(=O)N2CCCC2C(=O)Nc2nc3ccccc3s2)cc1 (configuration not stated)	4	-2	-13
Cc1cc(C(=O)NCc2cccs2)cs1	1	0	-5
COc1ccc(-c2nc(NC(=O)CSc3nnc(C)s3)ns2)cc1	8	-2	-7
O=C(CSc1nnc2ccccn12)N1CCOCC1	2	1	1
Cc1cccc(OCc2nnc(SCC(=O)N3CCN(C(=O)c4ccco4)CC3)n2C)c1C	5	0	-1
COc1ccc(-n2cnc3cc(NCc4ccco4)ccc32)cc1	-8	-6	-1
COc1ccc(N(Cc2ccccc2)C(=O)c2ccccc2[N+](=O)[O-])cc1	-17	-14	-2
CCNC(=S)NNC(=O)c1csc2c1CCCC2	5	1	1
CCn1c(SCC(=O)Nc2cc(C)on2)nnc1-c1cccnc1	-3	1	0
O=C(Cc1c(O)c2ccccc2[nH]c1=O)NCc1cccc(F)c1	-1	-5	0
Cc1ccccc1-n1c(SC(C)C(=O)N2CCN(C)CC2)nc2ccccc2c1=O (configuration not stated)	-7	-9	8
O=C(CN1C(=O)NC2(CCCCCCC2)C1=O)N1CCOCC1	0	-2	2
C=CCn1ncc(OC)c(Cl)c1=O	3	2	-1
CC1=CC=CC2=NC(=O)CC(C)(C(=O)N(CC(=O)NC(C)C)C3CCCC3)N12 (configuration not stated)	0	0	0
O=C(CN1C(=O)c2ccccc2S1(=O)=O)N1CCN(c2ccccc2)CC1	2	-2	1
O=C(NC1CCCCC1)C1CC(=O)N(CCc2ccccc2)C1 (configuration not stated)	-3	1	6
O=C(CN1CCOCC1)NCc1ccccc1	5	-2	-4
CC(C)CNS(=O)(=O)c1ccc(S(=O)(=O)N2CCCN(Cc3ccccc3)C2)cc1	5	-2	4
COC(=O)[C@H](C)NC(=O)NCc1ccco1	3	-4	7
O=S(=O)(Cc1ccccc1)N1CCC(c2nc(-c3cccs3)no2)CC1	6	-3	-5
O=C(CN1C(=O)COc2ccccc21)N(CCCN1CCOCC1)CC1CC=CCC1 (configuration not stated)	2	0	1
O=C(CN1C(=O)C2(OCCO2)c2ccccc21)c1ccc(Br)cc1	-3	-5	-7
CCN1C(=O)C(CC(=O)NCc2ccc(Cl)cc2)N(CC)C1=O (configuration not stated)	2	1	7
Cc1cc(C)nc(N/N=C/c2ccccc2)n1	1	0	-3
Cc1c(C(=O)Nc2cccc(Cl)c2)oc2ccc(S(=O)(=O)N3CCC4(CC3)OCCO4)cc12	-2	-2	1
Clc1cccc(Cl)c1Cn1cnc2c(NCc3ccco3)ncnc21	13	-2	3
O=C(O)CCC(=O)N1CCc2cc(S(=O)(=O)N3CCCCC3)ccc21	-3	-1	5
COc1ccc(N2CCN(c3oc(-c4ccccc4OC)nc3C#N)CC2)cc1	2	-12	-7
COc1cc(NC(=O)c2c(F)cccc2F)nc(OC)n1	1	2	3
CNC(=O)CSc1nc2nn(-c3ccccc3)c(=O)c-2c2n1CCCCC2	2	-8	6
Cc1cc(NC(=O)c2cc(-c3cccs3)on2)no1	8	-7	2
Cc1nn(C)cc1C(=O)Nc1cc(Oc2ccc(Cl)cc2)cc([N+](=O)[O-])c1	-1	-10	-8
O=S(=O)(NCc1cccnc1)c1cccs1	0	8	-5
Cc1cc(C)c2c3c(sc2n1)C(c1ccccc1)C(C#N)=C(N)O3 (configuration not stated)	6	-10	2
O=C(OC1CCCCC1=O)c1ccc(F)c(S(=O)(=O)N2CCOCC2)c1 (configuration not stated)	4	4	2
CCOC(=O)C1=C(N)n2c(s/c(=C\c3ccco3)c2=O)=C(C(=O)OCC)C1c1ccco1 (configuration not stated)	-8	-5	6
